Screening results (PubChem)
DT40 TDP1 no CPT: qHTS for Inhibitors of human tyrosyl-DNA phosphodiesterase 1 (TDP1): qHTS in cells in absence of CPT. DT40 Tdp1-/- hTDP1 cells, no CPT, ATP luminescence, 48 h. Potency, µM (top dose mostly 46.2 µM), for inactives: at the highest dose activity change, negative = growth inhibition, actives largely listed as inhibitors. actives 15% (n = 420,000). AID 686978, 2013; note: nearly all actives have a fitted effect of over 55% in size
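Stably hTDP1-transfected Tdp1-null chicken DT40 cells were treated with library compounds minus camptothecin and grown for at least 48 hr at 37 °C, after which cellular ATP was quantified by luminescence.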
DT40 TDP1 CPT: growth inhibition of DT40 Tdp1-/-;hTDP1 cells with camptothecin (screen for TDP1 inhibitors); chicken DT40 Tdp1-/-;hTDP1 cells + 20 nM CPT, ATP luminescence, 48 h; Potency, µM (doses to about 46.2 µM), for inactives: at the highest dose activity change, negative = growth inhibition, hits mostly inhibitors; actives 12% (n = 420,000); note: nearly all actives have a fitted effect of over 55% in size
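Chicken DT40 Tdp1-/- cells complemented with human TDP1, 400 cells/well, exposed to compounds plus 20 nM camptothecin for at least 48 h at 37 C; viability read as ATP content by CellTiter-Glo luminescence.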
TDP1 block: inhibitors of human tyrosyl-DNA phosphodiesterase TDP1 | actives 0.28% (n = 350,000) | Q9NUW8 | Potency, µM (doses to about 130 µM), for inactives: top-dose activity change, negative = inhibition, most hits filed as inhibitors | recombinant TDP1, AlphaScreen DNA substrate cleavage; note: nearly all actives have a fitted effect of over 40% in size
Target sequence (Q9NUW8 whole entry, looked up): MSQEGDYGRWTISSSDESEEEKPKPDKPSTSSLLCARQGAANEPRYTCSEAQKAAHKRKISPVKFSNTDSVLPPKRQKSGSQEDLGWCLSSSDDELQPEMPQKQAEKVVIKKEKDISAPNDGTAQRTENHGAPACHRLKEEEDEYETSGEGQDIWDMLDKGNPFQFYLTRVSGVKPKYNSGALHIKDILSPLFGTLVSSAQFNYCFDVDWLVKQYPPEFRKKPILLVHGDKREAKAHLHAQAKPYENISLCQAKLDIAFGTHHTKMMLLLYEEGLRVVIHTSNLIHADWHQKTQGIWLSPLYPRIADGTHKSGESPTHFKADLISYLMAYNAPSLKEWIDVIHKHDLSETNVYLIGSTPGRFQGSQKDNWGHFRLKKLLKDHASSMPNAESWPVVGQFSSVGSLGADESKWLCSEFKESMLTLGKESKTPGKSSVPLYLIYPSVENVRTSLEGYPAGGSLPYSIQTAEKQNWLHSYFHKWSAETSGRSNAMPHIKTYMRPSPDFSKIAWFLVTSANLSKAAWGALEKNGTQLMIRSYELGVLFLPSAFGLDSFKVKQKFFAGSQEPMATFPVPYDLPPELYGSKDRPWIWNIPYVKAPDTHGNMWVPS
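E. coli-derived human Tdp1, 1 nM final. Cpd preinc 15 min RT; substrate 15 nM final, 5 min RT; AS bead mix 10 ug/ml final, 10 min RT. Signal loss = tyrosine-FITC cleavage. No-enzyme wells = max signal.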
Active calls of the source: *; ? = inconclusive; / = not tested or not shown; & = joins results of further samples; ! = repeats disagree; [ ] = another dose, or the depositor's remark. Calls come from the whole dose curve; as a rule, active = well fitted curve in the direction sought with a large enough effect; inconclusive = small, poorly fitted or top-dose-only effect, or another doubt; inactive = no such curve, though single readings can be large; an effect the other way counts as inactive or inconclusive. % is set by controls: 0 for no effect and ±100 for the full control effect; potency is the fitted concentration of half-maximal effect.

Fields – DT40 TDP1 no CPT | DT40 TDP1 CPT | TDP1 block
> CCC(=O)c1ccc(OCC(=O)OCC(=O)Nc2cccc(S(=O)(=O)N3CCCC3)c2)cc1
 : -21% | ? | 0%
> CC(C)(C)C1CCC(NC(=O)c2cnn3c2NC(=C2CC2)C=C3C(F)F)CC1 (configuration not stated)
 : 7.9µM* | 10µM* | /
> CSc1nc(C)cc(OCC(=O)N/N=C/c2ccccc2O)n1
 : ? | 2.9µM* | 4%
> CCC(C)c1ccc(NC(=S)NN2CCOCC2)cc1 (configuration not stated)
 : -7% | 0% | 0%
> COc1cc2nc3n(c(=O)c2cc1OC)-c1cc2ccccc2cc1C(=O)NC3CC(C)C (configuration not stated)
 : ? | ? | /
> CCOCCCN(C(=O)c1snc(C(N)=O)c1N)C(C(=O)NC(C)(C)C)c1ccc(Cl)cc1 (configuration not stated)
 : ? | -7% | /
> CCCCCCCCCCCCC/C=C/[C@@H](O)[C@@H](N)CO
 : 12µM*! | 9.2µM*! | 10%[56.1 µM]
> Cc1noc(C)c1-c1cc(NCc2cccs2)ncn1
 : -28% | ? | /
> Fc1ccccc1CSc1nnc(Cn2cnc3ccccc32)n1-c1ccccc1
 : -12% | -18% | 11%
> CCOc1ccc(OC(=O)c2cccc(S(=O)(=O)N3CCN(C)CC3)c2)cc1
 : 3% | 0% | 3%
> CCOc1ccc(N(CC(=O)NCc2ccc(OC)cc2)S(=O)(=O)c2c(C)noc2C)cc1
 : 4% | 2% | -1%
> Cc1ccc(OCCNC(=O)CNC(=O)c2ccc(C)cc2)cc1
 : 15% | -11% | 0%
> CCn1ccnc1CN(C)C(=O)CCc1nnc(CCC2CCCCC2)o1
 : ? | 1% | 8%
> CCN(CC)S(=O)(=O)c1ccc2oc(Nc3ccc4c(c3)OCCO4)nc2c1
 : 23µM* | 16µM* | 5%
> CCN(C(=O)c1ccc(NC(C)=O)cc1)c1ccccc1C
 : -14% | -12% | 6%
> CN(CC(=O)Nc1cccc(Cl)c1)S(=O)(=O)c1ccc2c(c1)n(C)c(=O)c(=O)n2C
 : -4% | -4% | 3%
> COc1ccc(OCCOc2ccc(S(=O)(=O)N3CCCC3)cc2[N+](=O)[O-])cc1
 : ? | ? | 2%
> COc1cccc(C(=O)Nc2c3c(nn2-c2cccc(C)c2C)CS(=O)C3)c1OC (configuration not stated)
 : ? | -21% | 7%
> Nc1nn(-c2ccccc2)c2ccc([N+](=O)[O-])cc12
 : ? | -26% | /
> CCn1c(C)nc2cc(C(=O)NNC(=S)NC(=O)c3ccccc3)ccc21
 : 23µM* | ? | 4%

Further results
Fields – DT40 TDP1 no CPT | DT40 TDP1 CPT | TDP1 block
> CC(=O)Nc1ccc(-c2ccnc3c2CC(C(=O)Nc2ccccc2)O3)cc1 (configuration not stated)
 : 5.8µM* | 4.6µM* | /
> CSc1nc2nccc(-c3ccc(-c4ccccc4)cc3)n2n1
 : ? | ? | /
> CN(C)S(=O)(=O)c1cccc(NC(=O)c2ccccc2OCc2ccc(F)cc2)c1
 : ? | 15µM* | /
> CCCN(C)C1CN(Cc2cn(Cc3cccc(C(F)(F)F)c3)nn2)S(=O)(=O)C1 (configuration not stated)
 : -13% | -12% | /
> C=CCN(C(=O)COC(=O)c1cc[n+]([O-])cc1)c1nc(-c2ccccc2)cs1
 : ? | ? | 3%
> Cc1cc2ncn(CCCCOc3ccccc3)c2cc1C
 : 15µM* | ? | 3%&5%
> Cc1nnc(SCc2ccc(Cl)cc2)c2cc3occc3n12
 : ? | ? | 5%
> COc1cc(C2C(C#N)=C(N)Oc3n[nH]c(-c4cccnc4)c32)ccc1OCC(N)=O (configuration not stated)
 : 0% | -9% | 4%
> CCOc1ccccc1C1N=C(N)Nc2nc3ccccc3n21 (configuration not stated)
 : -3% | 6% | 3%
> CC1=C(C(=O)Nc2ccccc2C(=O)NCCCN2CCN(C)CC2)SCCO1
 : 30%[activator] | -3% | 1%
> O=C(CCc1n[nH]c(=O)[nH]c1=O)N1CCOCC1
 : 1% | 5% | 1%
> CCOc1ccc2c(c1)C(=NNC(=O)c1ccncc1)c1cc(OCC)ccc1-2
 : 5.2µM* | 3.7µM* | 4%
> CC1CCN(c2oc(-c3ccc(COc4ccccc4)o3)nc2C#N)CC1
 : 10µM* | 21µM* | 8%
> COc1ccc(-c2nnc3n2-c2ccccc2SC3)cc1OC
 : -28% | -13% | 1%
> CCS(=O)(=O)C1=NSC2=NC(=O)/C(=C\c3ccc(OS(=O)(=O)c4ccccc4)c(OC)c3)C(=N)N21
 : ? | -7% | 1%
> COc1ccc(/C=C2\SC(=S)N(CCC(=O)NCCCN3CCOCC3)C2=O)cc1
 : ? | -16% | /
> O=C(CCC(=O)c1cccs1)NNC(=O)c1ccccc1Cl
 : 22% | 1% | -2%[56.1 µM]
> COc1ccc(NC(=O)Cn2cccc2)c(OC)c1
 : -3% | 1% | 4%
> Cc1cc2nc(SCC(=O)O)nc(C)c2cc1C
 : ? | -1% | 2%
> NC(=O)CC(NC(=O)Cc1ccc(Br)cc1)c1ccc(N2CCc3ccccc3C2)c([N+](=O)[O-])c1 (configuration not stated)
 : ? | ? | /

(further entries)
Fields – DT40 TDP1 no CPT | DT40 TDP1 CPT | TDP1 block
> C=C1CCC2C(C)(C)[C@@H](O)CC[C@@]2(C)[C@@H]1COc1ccc2ccc(=O)oc2c1 (some centres not stated)
 : ? | -19% | /
> COCCN(C(=S)Nc1ccc(Cl)cc1OC)C1CCN(C(C)=O)CC1
 : -13% | ? | 1%
> C=CCN1C(=O)c2ccc(C(=O)OCC(=O)N(C)C3CCCCC3)cc2C1=O
 : 19% | 19% | 7%
> O=C(CN1CCCC1=O)NC1C2CC3CC(C2)CC1C3 (configuration not stated)
 : -8% | -7% | 0%
> O=C(COC(=O)c1cnc(Cl)c(Cl)c1)NCCC1=CCCCC1
 : 1% | 7% | -5%
> CCOC(=O)c1cnc(N2CCN(c3ccc(C)cc3C)CC2)c2ccccc12
 : ? | ? | -5%
> Cc1ccc(CN2CCNC(=O)C2CC(=O)NCc2csc(C(C)C)n2)cc1 (configuration not stated)
 : -5% | -14% | 0%
> COC(C[C@H]1O[C@H]1[C@@H](O)COCc1ccccc1)OC
 : -12% | 0% | 1%
> Cc1cc(Cl)ccc1OCC(=O)NNC(=O)c1cnccn1
 : 23µM* | 10µM* | 7%
> C[n+]1ccccc1C1CCCC/C1=N\NC(N)=S (configuration not stated)
 : -12% | -7% | 0%
> c1cnc2nc3c4ccccc4c4ccccc4c3nc2c1
 : 15µM* | ? | /
> CCOC(=O)Cn1nnc(-c2ccc(SC)cc2)n1
 : -2% | 7% | 3%
> Oc1c(N=NC(=S)Nc2ccccc2F)c2ccccc2n1Cc1ccc(Cl)cc1
 : 5.8µM* | 4.6µM* | 3%
> CC(=O)Nc1cccc(NC(=O)c2ccc(Br)cc2)c1
 : ? | 1% | 4%
> COc1ccc(CNC(=O)c2cc(-c3ccc(OC)cc3)on2)cc1
 : -6% | -11% | -3%
> COC(=O)c1cc2occc2n1Cc1nc(-c2ccc(C)cc2)oc1C
 : ? | ? | -4%
> CCCCCCOC1(c2ccccc2)OC(=O)c2ccccc21 (configuration not stated)
 : ? | -1% | /
> CC(=O)c1cc2cccc(OC3(C)CCN(Cc4ccc5ccccc5c4)C3)c2o1 (configuration not stated)
 : ? | 18µM* | /
> O=C(CSC1=Nc2ccccc2N=C(c2ccc(F)cc2)C1)NCc1ccc(F)cc1
 : -20% | ? | 8%
> Cn1c(=O)[nH]c(=O)c2c1nc(CN1CCN(Cc3ccccc3)CC1)n2CC(N)=O
 : 3% | 14% | -4%

The results go on:
Fields – DT40 TDP1 no CPT | DT40 TDP1 CPT | TDP1 block
> Cc1ccc(N2C(=O)N3[C@H](c4ccc(F)cc4)[C@@H]4C(=O)N(C5CCCCC5)C(=O)[C@@H]4[C@]3(C)C2=O)cc1
 : -20% | -22% | /
> CCOc1ccc(CCNC(=O)c2nnn(CC(=O)Nc3ccc(C)cc3)c2N)cc1OCC
 : 10% | -16% | -8%
> O=C(NCCNc1ccc([N+](=O)[O-])cc1C(F)(F)F)c1ccccc1
 : ? | ? | -2%
> COc1ccc(Cl)c2sc(NC(=O)C3=COCCO3)nc12
 : -13% | ? | -12%
> CCCCNC(=S)N(Cc1ccco1)Cc1cc2cc3c(cc2[nH]c1=O)OCCO3
 : 10% | 7% | 7%
> Cc1nn(C)cc1[C@@H]1C[C@H]2CN(Cc3cccc(Cl)c3)C(=O)[C@]23CCCN13
 : ? | 11% | 3%
> Cc1ccccc1NC(=O)Cn1cc(S(=O)(=O)c2ccccc2)c(=O)c2ccccc21
 : -2% | 8% | 6%
> COc1cc([N+](=O)[O-])ccc1NC(=O)COC(=O)CCS(=O)(=O)c1ccc(C)cc1
 : ? | -7% | /
> Cc1cccc(Nc2ccncc2S(=O)(=O)NC(=O)NC(C)C)c1
 : 5% | 5% | -2%[56.1 µM]
> CN(CC(=O)Nc1cccc(F)c1)CC(=O)N1CCCCC1
 : 6% | 0% | -1%
> COc1ccccc1NC(=O)c1cc([N+](=O)[O-])ccc1NCCN1C(=O)CCC1=O
 : -3% | -28% | 0%
> O=C(Nc1cc(C(F)(F)F)cc(C(F)(F)F)c1)O[C@@H]1c2ccccc2[C@@H]2Cc3csc[n+]3[C@H]12
 : -12% | 5% | /
> COc1ccc([N+](=O)[O-])cc1N(CC(=O)N(C)C)S(C)(=O)=O
 : 0% | 3% | 6%
> COc1cccc(-c2nn3c(-c4ccccn4)nnc3s2)c1
 : ? | ? | 6%
> CCN1C(=O)S/C(=C/c2c(OCc3ccc(C(=O)O)cc3)ccc3ccccc23)C1=O
 : ? | -28% | 5%
> Nc1nonc1N/N=C/c1c(O)ccc2ccccc12
 : -54% | 32%[activator] | 5%
> CCN(CC)c1nc(SCCOC(=O)Nc2ccccc2)nc(N(CC)CC)n1
 : ? | 18µM* | 5%
> COC(=O)c1ccc(C2Nc3c(C)cccc3-c3cc(C)nn32)cc1 (configuration not stated)
 : 16µM* | ? | 5%
> COCCn1c(SCC(=O)NC(=O)NCc2ccccc2)nc2ccccc21
 : ? | ? | 2%
> CCCOC(=O)C1[C@H]2C(=O)N(C(C)c3ccc(OC)cc3)C[C@]23C=C[C@H]1O3 (some centres not stated)
 : -8% | -4% | 2%

Molecules listed so far that have a thiophene ring, fused or not, in the order listed:
Fields – DT40 TDP1 no CPT | DT40 TDP1 CPT | TDP1 block
> Cc1noc(C)c1-c1cc(NCc2cccs2)ncn1
 : -28% | ? | /
> O=C(CCC(=O)c1cccs1)NNC(=O)c1ccccc1Cl
 : 22% | 1% | -2%[56.1 µM]

Record cards, as listed above. Values in the order: DT40 TDP1 no CPT	DT40 TDP1 CPT	TDP1 block
Shown for Cc1ccccc1NC(=O)Cn1cc(S(=O)(=O)c2ccccc2)c(=O)c2ccccc21 : -2%	8%	6%
Shown for CN(CC(=O)Nc1cccc(F)c1)CC(=O)N1CCCCC1 : 6%	0%	-1%
Shown for COC(=O)c1ccc(C2Nc3c(C)cccc3-c3cc(C)nn32)cc1 (configuration not stated) : 16µM*	?	5%
Shown for COc1cccc(-c2nn3c(-c4ccccn4)nnc3s2)c1 : ?	?	6%

New compounds follow
Fields – DT40 TDP1 no CPT | DT40 TDP1 CPT | TDP1 block
> O=C1CC(CC(=O)N/N=C/c2ccccc2[N+](=O)[O-])=NN1
 : -1% | -21% | 3%
> COc1ccc(C(C)=O)cc1CSc1nc2ccccc2c(=O)n1-c1ccccc1
 : ? | ? | 0%
> CCSCCC(NC1=CC(=O)CC(C)(C)C1)C(=O)O (configuration not stated)
 : 9% | 2% | 0%
> COc1ccc(C2c3ccc4ccccc4c3Oc3ncn(CCN4CCOCC4)c(=N)c32)cc1 (configuration not stated)
 : ? | 23µM* | 7%
> CCc1ccc(/C=N/NC(=O)Cc2ccc(OC)c(OC)c2)s1
 : -19% | -27% | 1%
> CCCCCCN1CCN(C2CN(CCc3ccccc3)S(=O)(=O)C2)CC1 (configuration not stated)
 : 16µM* | ? | /
> COc1ccc(Oc2ncc3nc(-c4cccs4)c(=O)n(Cc4cccs4)c3n2)cc1
 : -11% | -5% | /
> C/C(CC(=O)Nc1ccccc1C(F)(F)F)=N\NC(=O)c1cnccn1
 : -4% | 2% | /
> O=S1(=O)N[C@H](Cc2ccccc2)COc2cccc(N3CCC[C@H]3CO)c21
 : -17% | -23% | /
> NS(=O)(=O)c1ccc(Nc2nc(-c3ccc(F)cc3)cs2)cc1
 : 21µM* | 18µM* | 7%
> COc1ccc(CNC(=O)COC(=O)CCn2c(C)csc2=O)cc1OC
 : -25% | -10% | 12%
> O=[N+]([O-])c1cc(/C=N/Nc2nc(N3CCOCC3)nc(N3CCOCC3)n2)ccc1Cl
 : 6% | 6% | 0%
